Screening data from PubChem.
PG9 Ab binder – small molecules binding HIV-1 gp120 antibody PG9. TR-FRET gp120-PG9 antibody binding. inhibition, % at 6.7 µM. 360,000 compounds, 0.43% hits. AID 624416; in the data active = inhibition above about 8.5%
ARFGAP1 inhibitor – inhibits rat ARF GTPase activating protein 1; 360,000 compounds, 0.26% hits; Arfgap1-stimulated ARF1 GTP hydrolysis, GDP FP detection; inhibition, % at 16.5 µM;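 active = inhibition above a per-plate limit, mean inhibition of low control wells plus 3 SD, cut at about 25% in these data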;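 note: 0% = DMSO wells with enzyme and 100% = wells lacking Arfgap1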
Target sequence (Q62848 1-136 limits assumed): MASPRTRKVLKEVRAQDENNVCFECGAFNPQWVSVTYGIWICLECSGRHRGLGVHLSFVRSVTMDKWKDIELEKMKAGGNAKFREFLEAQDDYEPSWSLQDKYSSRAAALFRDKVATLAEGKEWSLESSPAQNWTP
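System: truncated rat Arfgap1 GAP domain / Medium: HEPES-based buffer, pH 7.5 / Also added: N-terminally truncated human ARF1-GTP substrate / Incubation: enzyme reaction 120 min at 25 °C after 20 min preincubation / Measured by: FP of antibody-bound GDP Alexa 633 tracer, ex 620/em 688 nm / Replicates: singlicate, each compound tested once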
NR1D1 modulator – modulators of human Rev-erb alpha DNA binding; P20393; activity, % at 10 µM; 370,000 compounds, 0.79% hits; Rev-erbα–FITC-DNA binding, fluorescence polarization, 90 min;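 active = activity above about 14%, limit read from the data; passing the limit was not always enough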;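 note: 0% = DMSO wells with 35 nM protein and 100% = DMSO wells with 750 nM protein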
HTRA1 inhibitor – inhibitors of human serine peptidase HTRA1. recombinant HTRA1, FP-rhodamine activity-based probe, fluorescence polarization. inhibition, % at 5.96 µM. 340,000 compounds, 0.5% hits. AID 504803; in the data active = inhibition above about 36%;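 note: 0% = enzyme with DMSO and 100% = wells lacking enzyme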
mABHD4 FP – inhibits mouse alpha/beta hydrolase domain 4. Q8VD66. purified mABHD4, FP-Rh probe fluorescence polarization. inhibition, % at 8.92 µM. 370,000 compounds, 0.54% hits;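 active = inhibition exceeding the mean over every tested compound plus 3 SD, cut at about 30% in these data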;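 note: 0% = plate median of compound wells and 100% = S159A mutant with DMSO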
Target sequence (Q8VD66 whole entry, looked up, the tested form may be a part): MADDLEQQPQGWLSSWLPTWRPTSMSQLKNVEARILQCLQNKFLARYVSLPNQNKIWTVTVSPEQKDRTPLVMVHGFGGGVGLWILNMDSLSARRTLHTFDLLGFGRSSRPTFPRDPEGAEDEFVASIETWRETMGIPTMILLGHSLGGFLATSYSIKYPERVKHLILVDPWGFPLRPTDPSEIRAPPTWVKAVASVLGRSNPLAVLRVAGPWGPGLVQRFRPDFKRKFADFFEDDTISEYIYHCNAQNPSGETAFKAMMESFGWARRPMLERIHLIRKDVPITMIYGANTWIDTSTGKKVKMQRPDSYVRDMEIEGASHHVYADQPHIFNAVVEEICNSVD
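Test system: mouse ABHD4 enzyme, wild type. Reagent: FP-Rh fluorescent activity-based probe, added after compound pre-incubation. Timing: pre-incubation 45 min, probe exposure 60 min, at 25 °C. Technique: FP readout, ex 525 nm / em 598 nm. Benchmarks: high control S159A mutant with DMSO, low control median of compound wells.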
SMARCA2 act – increases SMARCA2 function in MMTV reporter cells | MG213 cells, MMTV-luciferase reporter, dexamethasone, overnight | activation, % at 9.1 µM | 370,000 compounds, 1% hits; in the data active = activation above about 7.8%;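 note: 0% = vehicle wells and 100% = reference activator wells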
NPR2 activator – GC-B (human) receptor activation. P20594. HEK293-GC-B cells, CNP EC30, cGMP TR-FRET; 0% at EC30 CNP, 100% saturating CNP. activation, % at 10 µM. 370,000 compounds, 0.11% hits;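 active = activation at 10 µM reaching about 35% in either raw or pattern-adjusted values, limit read from the data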
ASAP1 GAP inh – blocks human ASAP1-stimulated Arf1 GTP hydrolysis. Q9ULH1. AID 624377. inhibition, % at 16.5 µM. 360,000 compounds, 0.19% hits. GDP FP detection; in the data active = inhibition above about 25%;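 note: 0% = vehicle with enzyme and substrate and 100% = no enzyme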
Target sequence (Q9ULH1 325-724 limits assumed): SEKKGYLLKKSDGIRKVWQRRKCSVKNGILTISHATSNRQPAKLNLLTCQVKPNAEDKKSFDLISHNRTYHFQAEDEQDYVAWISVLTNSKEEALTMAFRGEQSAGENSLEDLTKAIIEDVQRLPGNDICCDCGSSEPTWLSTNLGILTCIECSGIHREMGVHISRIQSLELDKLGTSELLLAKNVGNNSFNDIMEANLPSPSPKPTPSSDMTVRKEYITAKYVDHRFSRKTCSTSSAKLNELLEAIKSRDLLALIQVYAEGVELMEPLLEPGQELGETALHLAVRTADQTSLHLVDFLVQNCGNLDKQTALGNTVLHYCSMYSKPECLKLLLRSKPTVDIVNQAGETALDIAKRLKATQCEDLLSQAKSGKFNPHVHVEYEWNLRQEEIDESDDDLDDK
GC-A act – GC-A (human) enzyme activation; activation, % at 10 µM; HEK293 GC-A cells, cGMP TR-FRET, EC30 ANP; 0% at EC30 ANP, 100% saturating ANP; 370,000 compounds, 0.14% hits; in the data active = activation above about 40%
rCAG RNA binder – binds r(CAG) RNA repeats | r(CAG) RNA repeat, TO-PRO-1 dye displacement fluorescence | inhibition, % at 3 µM | 370,000 compounds, 1.3% hits;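 active = inhibition above the plate cutoff, the mean of all test compounds on that plate plus 3 SD, cut at about 35% in these data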;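 note: 0% = DMSO alone and 100% = 100 µM mitoxantrone as full dye displacement; higher means more dye released from RNA so lower well fluorescence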
Starred values were filed as active, the others as inactive; · = no result given.

1: Cc1ccc(S(=O)(=O)C2(C(=O)N3CCCCC3C)CC2)cc1 (configuration not stated)
2: O/N=C/c1cn(-c2ccccc2)nc1-c1ccccc1
3: CCC(NC(=S)NC1CCCCC1)c1ccccc1 (configuration not stated)
4: O=C(CS(=O)(=O)c1ccccc1)Nc1ccc(S(=O)(=O)Nc2ncccn2)cc1
5: CC(=O)c1cccc(NC(=O)CN2C(=O)c3cccnc3Oc3ccc(Cl)cc32)c1
6: CCN(c1ccccc1)S(=O)(=O)c1ccc(OC)c(NC(=O)Cc2ccc(F)cc2)c1
7: Cc1ccc(N(Cc2ccccc2)C(=O)c2ccc(S(=O)(=O)N3CCOCC3)cc2)cc1
8: CC(CCc1ccccc1)NC(=O)c1ccccc1 (configuration not stated)

| Screen / compound no. | 1 | 2 | 3 | 4 | 5 | 6 | 7 | 8 |
| --- | --- | --- | --- | --- | --- | --- | --- | --- |
| HTRA1 inhibitor | 5.5 | -26.3 | 0.1 | 6.2 | -26.4 | -41.3 | -19.5 | -2.3 |
| ARFGAP1 inhibitor | -1.1 | -0.7 | 9.8 | -9.9 | 5.3 | -1.8 | 22.9 | -3.0 |
| PG9 Ab binder | 0.2 | -1.5 | -3.1 | 0.1 | -2.6 | 1.6 | -2.4 | 1.7 |
| NR1D1 modulator | -2.6 | -4.2 | -4.8 | 3.4 | 0.0 | 5.5 | -0.4 | 4.5 |
| mABHD4 FP | -0.7 | -10.2 | 1.6 | 8.1 | -11.5 | -15.0 | 3.6 | 4.6 |
| rCAG RNA binder | -5.8 | -0.2 | -4.5 | -0.6 | 8.0 | 3.0 | -4.2 | -4.0 |
| SMARCA2 act | -1.9 | -0.2 | -2.7 | -3.2 | -0.2 | -4.2 | -2.0 | 0.7 |
| ASAP1 GAP inh | -2.0 | 2.7 | -6.0 | -3.4 | -4.1 | 4.2 | 7.0 | -11.8 |
| GC-A act | 4.5 | 2.2 | -0.7 | 4.4 | -4.3 | -1.7 | -6.0 | 1.2 |
| NPR2 activator | 1.4 | -2.0 | -5.9 | 1.2 | -2.7 | 10.4 | -1.0 | 5.2 |

9: O=C(NCc1ccccn1)c1cc(-c2ccc(-c3ccccc3)cc2)nc2ccccc12
10: CCc1nnc(NC(=O)CCNC(=O)c2ccccc2Cl)s1
11: COc1ccc(N(CC(=O)Nc2ccc3c(c2)OCCO3)S(C)(=O)=O)c(OC)c1
12: CCCCN(C(=O)c1cccc(S(=O)(=O)N2CCCCC2)c1)C1CCS(=O)(=O)C1 (configuration not stated)
13: COc1cc(Cl)c(C)cc1N1C(=O)CN(Cc2ccccc2)C1=S
14: O=C(c1cccc(C(F)(F)F)c1)C1CCCN(Cc2cccn2-c2ncccn2)C1 (configuration not stated)
15: Cc1cc(-c2nnc(SCC(=O)Nc3ccc(F)c(F)c3)n2N)n[nH]1
16: O=C(NCc1cccnc1)c1ccc(-c2cc(Cl)ccc2Cl)o1

| Screen / compound no. | 9 | 10 | 11 | 12 | 13 | 14 | 15 | 16 |
| --- | --- | --- | --- | --- | --- | --- | --- | --- |
| HTRA1 inhibitor | -87.5 | 3.3 | 4.0 | -2.4 | -10.5 | -4.1 | 13.3 | -28.1 |
| ARFGAP1 inhibitor | 10.0 | -3.5 | 1.3 | -7.3 | -7.9 | 4.1 | -3.9 | 11.8 |
| PG9 Ab binder | -1.3 | -2.1 | 0.5 | 0.2 | -2.8 | -1.0 | 1.4 | 0.1 |
| NR1D1 modulator | 0.9 | -5.5 | -1.1 | 2.4 | 2.4 | -1.9 | 2.1 | -0.3 |
| mABHD4 FP | -46.8 | -7.9 | 14.0 | -3.3 | 1.2 | 3.9 | 4.0 | -11.8 |
| rCAG RNA binder | 15.8 | -2.0 | -2.2 | -1.7 | 0.5 | 0.8 | 2.0 | 6.2 |
| SMARCA2 act | 2.3 | -2.4 | -0.7 | -0.1 | -1.4 | -5.1 | -1.9 | -0.5 |
| ASAP1 GAP inh | 1.6 | 2.0 | 2.8 | 11.8 | -3.4 | -7.8 | 12.3 | -5.3 |
| GC-A act | 4.6 | 2.8 | -3.4 | 3.4 | -2.1 | -4.8 | 0.8 | -32.0 |
| NPR2 activator | -3.8 | -1.5 | -1.5 | 0.4 | 0.4 | -8.8 | -2.2 | -33.1 |

Some entries already given with just ARFGAP1 inhibitor.
nr	structure	ARFGAP1 inhibitor
13	COc1cc(Cl)c(C)cc1N1C(=O)CN(Cc2ccccc2)C1=S	-7.9
14	O=C(c1cccc(C(F)(F)F)c1)C1CCCN(Cc2cccn2-c2ncccn2)C1 (configuration not stated)	4.1

More structures follow.
17: COCCNc1ccc(N2C(=O)CCCC2=O)cc1[N+](=O)[O-]
18: Cc1cccn2c(Nc3ccccc3)c(-c3ccccn3)nc12
19: COc1ccccc1OCC(=O)N1CCCC(Nc2ccc(C)c(C)c2)C1 (configuration not stated)
20: Cc1ccc(Oc2ccc(NC(=O)C3=CC=CN4CCS(=O)(=O)N=C34)cc2)cc1
21: CCC(CC)C(=O)NCCc1ccc(S(N)(=O)=O)cc1
22: O=C(CCN1CCOCC1)NNC(=S)NC(=O)c1ccccc1
23: O=C(NCCS(=O)(=O)N1CCN(c2ccccc2)CC1)C1CCCC1
24: CC(=O)OCCCN1CCC2(CCC(c3ccccc3)CC2)C1=O (configuration not stated)
25: C[C@H]1CN([C@@H](C)CO)C(=O)c2cc(NC(=O)C3CCCCC3)ccc2O[C@H]1CN(C)Cc1ccc(-c2ccccc2)cc1

| Screen / compound no. | 17 | 18 | 19 | 20 | 21 | 22 | 23 | 24 | 25 |
| --- | --- | --- | --- | --- | --- | --- | --- | --- | --- |
| HTRA1 inhibitor | 1.6 | 0.7 | 2.1 | -1.0 | -2.2 | 9.7 | -6.6 | · | -56.0 |
| ARFGAP1 inhibitor | -5.2 | -0.7 | 6.3 | 1.1 | 7.5 | 12.9 | 0.7 | · | -11.1 |
| PG9 Ab binder | -1.9 | -0.4 | -1.0 | -2.8 | -1.9 | 0.2 | -2.8 | · | -0.4 |
| NR1D1 modulator | 6.2 | 2.4 | 1.1 | -4.4 | 0.3 | 2.0 | -3.2 | 0.1 | 0.6 |
| mABHD4 FP | 3.5 | 10.1 | -0.7 | -19.4 | 0.9 | 4.9 | -3.4 | -2.8 | 2.0 |
| rCAG RNA binder | -0.7 | -4.2 | -6.8 | 5.8 | -1.0 | -1.6 | 1.2 | 0.1 | 1.9 |
| SMARCA2 act | -4.0 | -3.5 | -0.8 | 2.9 | -4.9 | -3.0 | -4.6 | -2.7 | 0.9 |
| ASAP1 GAP inh | -4.7 | -7.5 | 5.2 | 0.8 | -14.8 | -1.1 | -13.9 | · | -5.6 |
| GC-A act | 0.2 | -6.0 | 0.4 | 18.3 | 2.8 | 3.9 | -2.5 | -2.6 | -0.7 |
| NPR2 activator | 0.0 | -0.6 | -4.9 | -0.5 | 7.7 | 6.4 | 2.5 | 7.0 | 3.9 |

Molecules listed so far that contain a halogen:
5: CC(=O)c1cccc(NC(=O)CN2C(=O)c3cccnc3Oc3ccc(Cl)cc32)c1
6: CCN(c1ccccc1)S(=O)(=O)c1ccc(OC)c(NC(=O)Cc2ccc(F)cc2)c1
10: CCc1nnc(NC(=O)CCNC(=O)c2ccccc2Cl)s1
13: COc1cc(Cl)c(C)cc1N1C(=O)CN(Cc2ccccc2)C1=S
14: O=C(c1cccc(C(F)(F)F)c1)C1CCCN(Cc2cccn2-c2ncccn2)C1 (configuration not stated)
15: Cc1cc(-c2nnc(SCC(=O)Nc3ccc(F)c(F)c3)n2N)n[nH]1
16: O=C(NCc1cccnc1)c1ccc(-c2cc(Cl)ccc2Cl)o1

| Screen / compound no. | 5 | 6 | 10 | 13 | 14 | 15 | 16 |
| --- | --- | --- | --- | --- | --- | --- | --- |
| HTRA1 inhibitor | -26.4 | -41.3 | 3.3 | -10.5 | -4.1 | 13.3 | -28.1 |
| ARFGAP1 inhibitor | 5.3 | -1.8 | -3.5 | -7.9 | 4.1 | -3.9 | 11.8 |
| PG9 Ab binder | -2.6 | 1.6 | -2.1 | -2.8 | -1.0 | 1.4 | 0.1 |
| NR1D1 modulator | 0.0 | 5.5 | -5.5 | 2.4 | -1.9 | 2.1 | -0.3 |
| mABHD4 FP | -11.5 | -15.0 | -7.9 | 1.2 | 3.9 | 4.0 | -11.8 |
| rCAG RNA binder | 8.0 | 3.0 | -2.0 | 0.5 | 0.8 | 2.0 | 6.2 |
| SMARCA2 act | -0.2 | -4.2 | -2.4 | -1.4 | -5.1 | -1.9 | -0.5 |
| ASAP1 GAP inh | -4.1 | 4.2 | 2.0 | -3.4 | -7.8 | 12.3 | -5.3 |
| GC-A act | -4.3 | -1.7 | 2.8 | -2.1 | -4.8 | 0.8 | -32.0 |
| NPR2 activator | -2.7 | 10.4 | -1.5 | 0.4 | -8.8 | -2.2 | -33.1 |
